Bioassay records from PubChem BioAssay.
p53ts 32C tox = kills p53ts cells at the permissive temperature; H1299-p53A138V at 32C, ATP luminescence viability, 24 h; Potency, µM (highest dose often 46.1 µM), inactives show at the highest dose activity change, negative = cytotoxicity, actives largely listed as cytotoxic; 130,000 compounds, 0.93% hits; AID 924;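 also: 0% = DMSO and -100% = full killing by reference compound; nearly all actives have a fitted effect of over 55% in size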
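ATP-content luminescence (ATPlite) read-out after 24 h compound exposure at 32C in H1299-p53A138V cells (600/well). Tested up to 46 uM. Normalized to DMSO (0%) and 100 uM tamoxifen (100% killing); Hill-fit AC50.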
p53ts 39C kill = p53ts cell cytotoxicity, nonpermissive temperature. Potency, µM (titrated, usually from 46.1 µM), without a hit: at the highest dose activity change, negative = cell killing, hits mostly cytotoxic. 130,000 compounds, 1.5% hits. H1299-p53A138V viability at 39C, ATP luminescence, 24 h; also: nearly all actives have a fitted effect of over 55% in size
Imprint erasure = inducers of genomic imprint erasure in mouse ES cells; mouse ES Peg3-LacZ reporter, beta-gal luminescence, 40 h; Potency, µM (top dose mostly 60.7 µM), for the others: top-dose activity change, positive = activation, actives largely listed as activators; 110,000 compounds, 0.02% hits; AID 1948;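 also: 0% = negative control wells on the plate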
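Readout: BetaGlo luminescence (5 min, room temp) for LacZ from the normally silent maternal Peg3 allele in female Peg3LacZ-Neo ES cells. Cells 300/well, 40 h, 37C, 5% CO2. Data normalized per plate to negative controls.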
IkB signaling = suppresses IkB signaling in ABC-DLBCL reporter cells | ABC-DLBCL IkBa-CBG/CBR dual luciferase ratio, 4 h; response scale: scaled: untreated 0%, proteasome inhibitor 100% | Potency, µM (doses to about 57.1 µM), without a hit: top-dose IkBa stabilization activation | 110,000 compounds, 0.04% hits; active = well fitted curve in the direction sought with a large enough effect in the signal ratio, not every such curve was filed as active; inconclusive = small, poorly fitted or top-dose-only effect, or a change in a side signal; the % refers to the signal ratio;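 also: the direction sought is a rising ratio; 0% = basal untreated cells and 100% = reference inhibitor full response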
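Luminescence ratio of IκBα-fused green versus native red beetle luciferase in OCI-Ly3 cells, 4 h post-doxycycline with compound; red signal alone, scaled from basal (0%) to zero light (-100%), flagged nonspecific or cytotoxic effects.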
Starred values were filed as active, the others as inactive; [ ] = remark or other dose. Unless noted, calls follow the shape of the dose curve; as a rule, active = well fitted curve in the direction sought with a large enough effect; inconclusive = small, poorly fitted or top-dose-only effect, or another doubt; inactive = no such curve, though single readings can be large; an effect the other way counts as inactive or inconclusive. Unless noted, % is scaled to controls: 0 for no effect and ±100 for the full control effect; potency is read from the fitted curve at half-maximal effect.

Screening O=c1[nH]c(=O)n(Cc2ccccc2)c2nc(-c3ccc(Oc4ccc(F)cc4)c([N+](=O)[O-])c3)n(CCO)c12 returned p53ts 32C tox -23% and p53ts 39C kill -30%.
For CC(C)c1c(O)nc(SCCC(=O)O)[nH]c1=O the results were p53ts 32C tox -7%, p53ts 39C kill -11%, Imprint erasure -9% and IkB signaling 0.2%.
`COc1cc(CN(C(=O)c2ccco2)c2ccc(C)cc2)ccc1O` gave p53ts 32C tox 8%, p53ts 39C kill 4%, Imprint erasure -11% and IkB signaling -0.4%.
Screening Cc1ccc(C(=O)c2oc3ccccc3c2NC(=O)c2nc(S(C)(=O)=O)ncc2Cl)cc1F returned p53ts 32C tox -1%, p53ts 39C kill -22%, Imprint erasure -6%[10.9 µM] and IkB signaling inconclusive.
O=c1oc2c(CN3CCOCC3)c(O)ccc2c2c1CCCC2 was read as p53ts 32C tox 6%, p53ts 39C kill 5%, Imprint erasure -17% and IkB signaling -1.3%.
`Cc1ccccc1CSc1nc2c(sc3ccccc32)c(=O)n1CCCC(=O)NCCCOC(C)C` gave p53ts 32C tox -6%, p53ts 39C kill -19%, Imprint erasure -7%[10.9 µM] and IkB signaling inconclusive.
Cc1ccc2nc(-c3c[nH]c4ccccc34)c(Nc3ccc(F)cc3)n2c1 was read as p53ts 32C tox inconclusive, p53ts 39C kill -28%, Imprint erasure -5%[10.9 µM] and IkB signaling inconclusive.
`CCCCCn1c(SCC#N)nc2cc(C(=O)NCC3CCCO3)ccc2c1=O` (stereo unspecified) gave p53ts 32C tox 16%, p53ts 39C kill 4%, Imprint erasure -22% and IkB signaling -1.6%.
Screening O=S(=O)(c1ccc2[nH]c3c(c2c1)CCCCC3)N1CCN(c2ccccc2)CC1 returned p53ts 32C tox -1%, p53ts 39C kill -1%, Imprint erasure -3%[10.9 µM] and IkB signaling inconclusive.
CCC(=O)N1CCc2cc(Br)cc(S(=O)(=O)Nc3ccccc3C(=O)OC)c21 was read as p53ts 32C tox 5%, p53ts 39C kill 8%, Imprint erasure -12%[10.9 µM] and IkB signaling -0.5%.
CCOCCCNC(=O)C(c1ccc(Cl)cc1)N(Cc1ccc2c(c1)OCO2)C(=O)c1ccc(NC(C)=O)cc1 (stereo unspecified) was read as p53ts 32C tox 8%, p53ts 39C kill -23%, Imprint erasure 16%[10.9 µM] and IkB signaling 0.5%.
For COc1cccc(C2=NOC(C(=O)NCCN3CCOCC3)C2)c1 (stereo unspecified) the results were p53ts 32C tox -8%, p53ts 39C kill 1%, Imprint erasure -10% and IkB signaling -2.0%.
COc1cccc(C(=O)Nc2ccccc2C(=O)OCc2cc(=O)n3c4c(sc3n2)CCCC4)c1 was read as p53ts 32C tox 1%, p53ts 39C kill 21%, Imprint erasure -14%[10.9 µM] and IkB signaling 7.3%.
`O=C(OCC(=O)c1ccco1)c1ccc2ncsc2c1` gave p53ts 32C tox 9%, p53ts 39C kill 2%, Imprint erasure 17% and IkB signaling 1.1%.
`CC(C)(C)Nc1nc(NCc2cccnc2)nc(N2CCOCC2)n1` gave p53ts 32C tox 15% and p53ts 39C kill 9%.
For Cc1ccc(C)c(N2CCN(C(=O)c3ccc(-c4nc(COc5ccccc5)c(C)o4)cc3)CC2)c1 the results were p53ts 32C tox 10%, p53ts 39C kill 9%, Imprint erasure -6%[10.9 µM] and IkB signaling inconclusive.
Screening Cc1cccc(-c2nnc(NC(=O)c3ccc(Cl)cc3)o2)c1 returned p53ts 32C tox 6%, p53ts 39C kill inconclusive, Imprint erasure 1% and IkB signaling 7.9µM*.
Screening COc1ccc(Oc2ncc3nc(-c4ccc(Cl)cc4)c(=O)n(C)c3n2)cc1 returned p53ts 32C tox -3%, p53ts 39C kill -4% and IkB signaling 2.6%[11.4 µM].
`Cc1nn(C)c2c1c(C(F)(F)F)cc(=O)n2C(C)C(=O)NCCc1ccccc1` (stereo unspecified) gave p53ts 32C tox 11%, p53ts 39C kill -7%, Imprint erasure -3%[10.9 µM] and IkB signaling inconclusive.
`CN1CCN(CCCN)CC1` gave p53ts 32C tox 8%[9.22 µM], p53ts 39C kill 9%[9.22 µM], Imprint erasure -6%[10.9 µM] and IkB signaling 2.6%[11.4 µM].
CCN(CCCNC(=O)c1nn(-c2ccc(C)cc2)c(=O)c2c1c1ccccc1n2C)c1ccccc1 was read as p53ts 32C tox -25%, p53ts 39C kill inconclusive, Imprint erasure -7%[10.9 µM] and IkB signaling -2.2%.
Screening COc1ccc(-n2nnc(-c3nc(-c4ccccc4C)no3)c2N)cc1Cl returned p53ts 32C tox 4%, p53ts 39C kill -9%, Imprint erasure -9%[10.9 µM] and IkB signaling -3.5%.
O=C(NC1CC1)c1cc2c(s1)-c1ccccc1OC2 was read as p53ts 32C tox inconclusive, p53ts 39C kill -21%, Imprint erasure -24% and IkB signaling inconclusive.
Screening Cc1c(NC(=O)Cn2nc(C(F)(F)F)c3c2CCCC3)c(=O)n(-c2ccccc2)n1C returned p53ts 32C tox 3%, p53ts 39C kill 9%, Imprint erasure 12% and IkB signaling 2.5%.
O=C(Nc1nccs1)C1C2CC3OC(=O)C1C3C2 (stereo unspecified) was read as p53ts 32C tox -4%, p53ts 39C kill 5%, Imprint erasure 22% and IkB signaling -0.7%.
Screening Cc1ccc(S(=O)(=O)NCC(c2ccc(N(C)C)cc2)N2CCCC2)cc1 (stereo unspecified) returned p53ts 32C tox -3%, p53ts 39C kill 1%, Imprint erasure -17%[10.9 µM] and IkB signaling 0.8%.
Screening Cc1cccc(C)c1-n1ncc(C(=O)Nc2ccc3c(c2)OCO3)c1C1CCN(C(=O)OC(C)(C)C)CC1 returned p53ts 32C tox 11%, p53ts 39C kill -5%, Imprint erasure 9%[10.9 µM] and IkB signaling 23%.
`CCC(C)S(=O)(=O)c1oc(-c2cccs2)nc1S(=O)(=O)c1ccccc1` (stereo unspecified) gave p53ts 32C tox 6.3µM*, p53ts 39C kill 1µM*, Imprint erasure -38%[inhibitor][10.9 µM] and IkB signaling inconclusive.
Screening O=C(OCC1CC(c2ccccc2Cl)=NO1)c1ccc(Br)cc1 (stereo unspecified) returned p53ts 32C tox -6% and p53ts 39C kill -13%.
Screening CC(=O)N1CCc2cc(S(=O)(=O)NC3CCCc4ccccc43)ccc21 (stereo unspecified) returned p53ts 32C tox 10%, p53ts 39C kill -14%, Imprint erasure -25% and IkB signaling inconclusive.
For CC(=O)Nc1c(C(=O)N2CCN(c3ncccn3)CC2)cnn1-c1ccccc1Cl the results were p53ts 32C tox -2%, p53ts 39C kill 3%, Imprint erasure 7% and IkB signaling 0.4%.
For CC1CN(C(=O)CSc2nnc(-c3ccncc3)n2-c2ccccc2)CC(C)O1 (stereo unspecified) the results were p53ts 32C tox -7%, p53ts 39C kill 2%, Imprint erasure -6% and IkB signaling 0.4%.
For O=C(Nc1ccc(CN2CCOCC2)cc1)c1cccc(F)c1 the results were p53ts 32C tox inconclusive, p53ts 39C kill -29%, Imprint erasure -60%[inhibitor] and IkB signaling 1.0%.
Screening COc1cc2c(cc1OC)C(C(=O)NCCN1CCOCC1)C1c3ccccc3CCN1C2=O (stereo unspecified) returned p53ts 32C tox -3%, p53ts 39C kill -9%, Imprint erasure -12% and IkB signaling 0.0%.
For CC1Cc2cc(S(=O)(=O)NCc3ccc(F)cc3)ccc2N1C(=O)C1CCC1 (stereo unspecified) the results were p53ts 32C tox 11%, p53ts 39C kill -2%, Imprint erasure -14%[10.9 µM] and IkB signaling -0.6%.
For O=C(c1ccccc1)N1CCN(C(=O)c2ccccc2Br)CC1 the results were p53ts 32C tox -9%, p53ts 39C kill -1%, Imprint erasure 3% and IkB signaling -0.6%.
COC(=O)c1ccc(C23CC4(C2)[C@H](CN(CC2CCCCC2)[C@@H]4c2ccccc2)C3c2ccc(C(F)(F)F)cc2)cc1 (stereo partly specified) was read as p53ts 32C tox 2%, p53ts 39C kill -4% and Imprint erasure -14%.
`Cc1ccc(-n2nnnc2CNC(=O)c2ccccc2C)cc1C` gave p53ts 32C tox 1%, p53ts 39C kill 9%, Imprint erasure -11%[10.9 µM] and IkB signaling -0.1%.
For O=C(NCc1ccc(F)cc1)c1ccc2c(Cl)c3c(nc2c1)CCCC3 the results were p53ts 32C tox 7%, p53ts 39C kill -26%, Imprint erasure -6%[10.9 µM] and IkB signaling inconclusive.
`CC(=O)Nc1cccc(-c2nnc(SCC(=O)c3cc([N+](=O)[O-])ccc3Br)o2)c1` gave p53ts 32C tox -22%, p53ts 39C kill inconclusive, Imprint erasure -19%[10.9 µM] and IkB signaling inconclusive.
Screening CCOc1ccc(NC(=O)CN2CCN(Cc3ccccc3)S2(=O)=O)cc1 returned p53ts 32C tox 0%, p53ts 39C kill -16%, Imprint erasure -10%[10.9 µM] and IkB signaling -1.2%.
For CCc1ccc(NC(=O)C2CCC(CNS(=O)(=O)c3cccs3)CC2)cc1 (stereo unspecified) the results were p53ts 32C tox 3%, p53ts 39C kill -9%, Imprint erasure -5%[10.9 µM] and IkB signaling 1.9%.
`O=C(Nc1ccc(O)cc1)c1ccc(C(=O)c2ccccc2)o1` gave p53ts 32C tox -25%, p53ts 39C kill -28%, Imprint erasure 3% and IkB signaling inconclusive.
For CC1(C)Cc2c(sc3c2c(=N)n(Cc2ccco2)c(=O)n3Cc2ccc(Cl)cc2)CO1 the results were p53ts 32C tox 4%, p53ts 39C kill 0%, Imprint erasure 8% and IkB signaling -1.9%.
`Cc1ccc(S(=O)(=O)CC(=O)N2CCCC2)cc1` gave p53ts 32C tox 5%, p53ts 39C kill 4%, Imprint erasure -11% and IkB signaling -0.7%.
CCN(CC)S(=O)(=O)c1cccc(-c2nnc(SCC(N)=O)n2CCc2ccccc2)c1 was read as p53ts 32C tox -7%, p53ts 39C kill -4%, Imprint erasure -6% and IkB signaling 0.0%.
Screening COC(=O)Cn1c(C(=O)N(C)C)cc2c1C[C@H]1CN(C(=O)c3ccccc3)[C@@](Cc3ccc(F)cc3)(C(=O)OC)[C@@H]21 returned p53ts 32C tox 4%, p53ts 39C kill 3% and Imprint erasure -10%.
CCOc1ccc(NC(=NCc2ccc3c(c2)OCO3)SC2CC(=O)N(c3ccc(OCC)cc3)C2=O)cc1 (stereo unspecified) was read as p53ts 32C tox -7% and p53ts 39C kill 19%.
For COc1ccc(NS(=O)(=O)c2cc(OC)ccc2NC(=O)c2cc(C)oc2C)cc1 the results were p53ts 32C tox 16%, p53ts 39C kill 0%, Imprint erasure -19% and IkB signaling 12%.
Cc1cc(NC(=O)CCC(=O)N(CCC(C)C)C(C(=O)NC2CCCC2)c2cccnc2)no1 (stereo unspecified) was read as p53ts 32C tox 12%, p53ts 39C kill 4%, Imprint erasure 3% and IkB signaling 0.2%.
For COc1ccc(-c2cc(C(=O)Nc3cccc(C(C)=O)c3)no2)cc1OC the results were p53ts 32C tox 4%, p53ts 39C kill 11%, Imprint erasure -5%[10.9 µM] and IkB signaling -0.9%.
Screening Cc1ccccc1-n1nc(CO)c(C(=O)NCc2cccnc2)n1 returned p53ts 32C tox 4%, p53ts 39C kill -9%, Imprint erasure -8%[10.9 µM] and IkB signaling 1.4%.
Screening C=Cc1ccc(CSc2nc(-c3ccccc3Cl)nc3c2Cc2c(CO)cnc(C)c2O3)cc1 returned p53ts 32C tox -3%, p53ts 39C kill 21%, Imprint erasure -12%[10.9 µM] and IkB signaling inconclusive.

Reprinted from the listing (5 entries):
Screening Cc1cccc(-c2nnc(NC(=O)c3ccc(Cl)cc3)o2)c1 returned p53ts 32C tox 6%, p53ts 39C kill inconclusive, Imprint erasure 1% and IkB signaling 7.9µM*.
Screening COc1ccc(Oc2ncc3nc(-c4ccc(Cl)cc4)c(=O)n(C)c3n2)cc1 returned p53ts 32C tox -3%, p53ts 39C kill -4% and IkB signaling 2.6%[11.4 µM].
`Cc1nn(C)c2c1c(C(F)(F)F)cc(=O)n2C(C)C(=O)NCCc1ccccc1` (stereo unspecified) gave p53ts 32C tox 11%, p53ts 39C kill -7%, Imprint erasure -3%[10.9 µM] and IkB signaling inconclusive.
`CN1CCN(CCCN)CC1` gave p53ts 32C tox 8%[9.22 µM], p53ts 39C kill 9%[9.22 µM], Imprint erasure -6%[10.9 µM] and IkB signaling 2.6%[11.4 µM].
CCN(CCCNC(=O)c1nn(-c2ccc(C)cc2)c(=O)c2c1c1ccccc1n2C)c1ccccc1 was read as p53ts 32C tox -25%, p53ts 39C kill inconclusive, Imprint erasure -7%[10.9 µM] and IkB signaling -2.2%.
